# Lamin A splicing – LMNA splicing modulation. Potency, µM (top dose mostly 46.1 µM), without a hit: at the highest dose ratio change, negative = inhibition, usual class: inhibitors. AID 1487. HeLa LMNA splicing GFP/RFP minigene ratio, 48 h. hit rate 0.01% among 200,000; active = well fitted inhibition curve with a large enough effect in the signal ratio, with a control signal flat, not every such curve was filed as active; inconclusive = small, poorly fitted or top-dose-only effect, or effect the other way, or a change in a side signal; the % refers to the signal ratio; note: potency is the fitted concentration of half-maximal effect; % is set by controls: 0 for no effect and ±100 for the full control effect
#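 S3 HeLa stable clones carrying a lamin A-EGFP splicing minigene plus DsRed2 were seeded at 600 cells/well in Opti-MEM with 2% FBS, pin-dosed and incubated 48 h at 37°C. Acumen cytometry (488 nm) gave the GFP/RFP total-intensity ratio.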
# Epigenetic derep – regulators of epigenetic silencing causing reporter derepression in mouse cells. Potency, µM (series often up to 53.9 µM), without a hit: at the top dose GFP activation, actives largely listed as activators. AID 1865. murine LDR cells, GFP reporter derepression, 30 h. hit rate 0.2% among 280,000; note: potency is the fitted concentration of half-maximal effect; % of control where 0% means no effect; nearly all actives have a fitted effect of over 60% in size
#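 In this reporter-derepression format, murine cells bearing a silenced integrated CMV-GFP locus incubate with test compound (30 h, 37 C), then are washed and imaged; fluorescent objects of 20–120 um count as induced cells.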
# GLA spleen mod – inhibits or activates alpha-galactosidase in human spleen homogenate; Potency, µM (series often up to 80 µM), without a hit: at the highest dose activity change, negative = inhibition, hits mostly inhibitors; AID 2107; hit rate 0.008% among 240,000; P06280; human spleen homogenate, 4MU-alpha-Gal fluorescence, 40 min;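 note: potency is the fitted concentration of half-maximal effect; 0% = enzyme with vehicle and -100% = no enzyme basal signal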
# Target sequence (P06280 32-429 limits assumed): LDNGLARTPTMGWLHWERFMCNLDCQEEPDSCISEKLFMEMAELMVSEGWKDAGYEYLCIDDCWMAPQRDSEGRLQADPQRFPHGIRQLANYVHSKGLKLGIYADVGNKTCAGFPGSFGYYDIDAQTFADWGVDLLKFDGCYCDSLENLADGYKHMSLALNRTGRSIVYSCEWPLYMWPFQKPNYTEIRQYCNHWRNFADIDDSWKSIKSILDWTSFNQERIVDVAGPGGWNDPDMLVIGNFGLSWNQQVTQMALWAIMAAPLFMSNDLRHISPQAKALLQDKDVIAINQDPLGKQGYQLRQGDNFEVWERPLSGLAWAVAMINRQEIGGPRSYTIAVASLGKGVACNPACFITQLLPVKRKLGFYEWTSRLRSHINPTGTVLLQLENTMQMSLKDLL
#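 Human spleen homogenate (1 ug) as enzyme source, 4-methylumbelliferyl-alpha-D-galactopyranoside 1 mM final, citrate/phosphate pH 5.0 with 0.01% Tween-20. Compounds 40 min at 37C, NaOH/glycine stop; fluorescence Ex 365/Em 440, Hill-fit AC50.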
# IMPase Li cell – membrane-permeable IMPase blocker, potentiated with lithium. CHO-M1 cells, IP1 TR-FRET (IP-One), carbachol + lithium. Potency, µM (titrated, usually from 59.4 µM), for inactives: top-dose activity, negative = IMPase inhibition, actives largely listed as inhibitors. hit rate 0.35% among 210,000. AID 1457;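 note: IP1 builds up when IMPase is blocked and the TR-FRET signal falls; potency is the fitted concentration of half-maximal effect; plate controls were basal vehicle for no effect and high inhibitor control for full effect; nearly all actives have a fitted effect of over 50% in size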
#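 Steps: plate 2000 CHO-M1 cells per well and culture 16–30 h; add compound and lithium; incubate 30 min, 37C; add d2-IP1 tracer and Eu cryptate anti-IP1 antibody in lysis buffer; read after 10 min at room temperature.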
# NPSR antag – blocks cAMP signaling of the human neuropeptide S receptor. AID 1461. hit rate 1% among 220,000. Potency, µM (highest dose often 38.3 µM), without a hit: at the top dose activity change, negative = inhibition, usual class: inhibitors. CHO-NPSR cells, cAMP TR-FRET, antagonist mode. Q6W5P4; note: potency is the fitted concentration of half-maximal effect; % is set by controls: 0 for no effect and ±100 for the full control effect; nearly all actives have a fitted effect of over 50% in size; many of its hits are not listed in these tables
# CBFb-RUNX1 inh – CBF-beta/RUNX1 interaction disruption. 230,000 tested, under 10 active. Potency, µM (series often up to 59.8 µM), without a hit: at the top dose activity, negative = inhibition, usual class: inhibitors. AID 1477. AlphaScreen CBFb-His/RUNX1-biotin binding, biochemical; note: % of control where 0% means no effect
# Target sequence (Q01196 whole entry, looked up): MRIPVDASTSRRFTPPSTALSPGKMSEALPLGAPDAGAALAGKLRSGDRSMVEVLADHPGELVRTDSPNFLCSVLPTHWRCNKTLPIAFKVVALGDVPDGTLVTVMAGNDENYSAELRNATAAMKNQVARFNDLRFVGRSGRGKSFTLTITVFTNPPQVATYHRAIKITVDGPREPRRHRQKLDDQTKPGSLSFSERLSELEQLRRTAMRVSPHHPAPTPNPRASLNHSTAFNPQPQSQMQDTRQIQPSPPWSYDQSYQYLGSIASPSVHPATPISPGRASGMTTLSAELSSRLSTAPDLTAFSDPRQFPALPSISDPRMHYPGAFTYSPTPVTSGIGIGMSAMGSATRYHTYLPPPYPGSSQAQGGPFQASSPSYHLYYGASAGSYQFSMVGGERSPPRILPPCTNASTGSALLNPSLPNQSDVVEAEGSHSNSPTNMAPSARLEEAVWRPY
# Target sequence (Q13951 whole entry, looked up): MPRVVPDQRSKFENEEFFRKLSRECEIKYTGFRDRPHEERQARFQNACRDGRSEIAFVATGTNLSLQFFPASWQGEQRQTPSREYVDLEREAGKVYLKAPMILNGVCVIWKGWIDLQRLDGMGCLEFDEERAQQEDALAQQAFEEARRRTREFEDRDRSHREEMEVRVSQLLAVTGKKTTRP
#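 His-tagged CBF-beta and biotinylated RUNX1 (30 nM each) were premixed 20 min at room temperature, exposed to compound for 15 min, then given nickel-chelate and streptavidin AlphaScreen beads (50 ng each). After 90 min, AlphaScreen signal was read.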
# Luc counter – counter-screen: inhibitors of Kinase-Glo firefly luciferase | Kinase-Glo luciferase, ATP luminescence, 8 min | Potency, µM (series often up to 38.3 µM), for the others: at the top dose activity change, negative = inhibition, actives largely listed as inhibitors | hit rate 0.28% among 200,000 | AID 1379; note: potency is the fitted concentration of half-maximal effect; % is set by controls: 0 for no effect and ±100 for the full control effect; nearly all actives have a fitted effect of over 60% in size
#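 Luminescence was the read-out, taken after 8-minute incubation at ambient temperature. Luciferase turned over luciferin with 10 uM ATP in imidazole pH 7.2 buffer containing KCl, MgCl2, Tween 20 and BSA.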
# An asterisk follows results filed as active; ? = inconclusive; . = not tested or not shown; & = joins results of further samples; [ ] = another dose, or the depositor's remark. Unless noted, calls come from the whole dose curve; as a rule, active = well fitted curve in the direction sought with a large enough effect; inconclusive = small, poorly fitted or top-dose-only effect, or another doubt; inactive = no such curve, though single readings can be large; an effect the other way counts as inactive or inconclusive.
SMILES,Lamin A splicing,Epigenetic derep,GLA spleen mod,IMPase Li cell,NPSR antag,CBFb-RUNX1 inh,Luc counter
Cc1cccc([C@@H]2CN(C)CCc3c2cc(O)c(O)c3Cl)c1,.,-2.5%,2%,12%,.,6%[21.7 µM],-2%
Cn1c(=NC(=O)c2ccco2)sc2ccccc21,-10%[46 µM],3.9%,8%,-4%,1%,4%,?
C/C(=N\Nc1ccccn1)c1ccc(C#N)cc1,-12%[46 µM],-1.6%,-1%,16%,-9%,-5%,2%
COC(=O)C1=CN(C(C)C)C=C(C(=O)OC)C1c1cc(Br)c(OC)c(OC)c1,0%,0.0%,-2%,9%,?,5%,1%
CN(c1ccc(OCC(=O)OCC(=O)Nc2c(F)c(F)c(F)c(F)c2F)cc1)S(=O)(=O)c1ccc(F)cc1,1%,-1.5%,4%,-6%,15%,4%,-2%
COc1ccc(C(=O)/C=C/c2cn(CN3CCN(C)CC3)c3ccccc23)cc1,-14%,-3.9%,4%,25%[38.3 µM],-24%[46.1 µM],6%,-3%
Cc1ccccc1CSc1nnc(-c2ccco2)n1Cc1ccco1,-2%[0.0737 µM],-0.9%,-6%,-5%[38.3 µM],?,-7%,-1%
CN(CCc1ccccc1)Cc1nc(-c2cnccn2)no1,24%[46 µM],2.1%,2%,6%,4%,4%,1%
CCc1nnc(NC(=O)Cc2cccs2)s1,?,-0.1%,8%,-2%,-9%,4%,-2%
CC(C)C(NC(=O)C1CCCCC1)C(=O)NC1=NCCS1 (stereo not given),3%,0.1%,2%,20%[38.3 µM],3%[46.1 µM],-1%,-3%
O=c1cc(-c2cccs2)oc2ccc(Cl)cc12,?,0.0%,6%,.,-11%[46.1 µM],6%,.
CCOc1[nH]n(-c2ccccc2)c(=O)c1C=Nc1ccc(Cl)cc1,4%,-1.1%,-2%,-1%[38.3 µM],-13%[46.1 µM],0%,-6%
COc1ccc(Oc2nc(C)cc(C)c2S(C)(=O)=O)cc1,6%,-1.2%,-13%,-3%[38.3 µM],-6%[46.1 µM],3%,1%
O=C1CC(N2CCSCC2)C(=O)N1c1ccccc1 (stereo not given),?,2.2%,9%,4%,6%,2%,-2%
CCSc1ccccc1C(=O)Nc1nc2ccccc2c(=O)[nH]1,?,-2.7%,-6%,10%,18%,-2%,-2%
Cc1ccc(Oc2ccc(Cl)cc2NC(=O)c2ccc(F)cc2F)cc1,?,0.0%,-1%,7%,-24%,7%,0%
Cc1ccc(NC2=NCC(Cc3ccc(Br)cc3)S2)cc1 (stereo not given),?,0.2%,-3%,25%,39%,-1%,-1%
O=C(c1ccccc1)N(CCO)Cc1cc2cc3c(cc2[nH]c1=O)OCCO3,-28%[46 µM],-0.4%,7%,4%,-1%,3%,4%
Cc1ccc(NC(=O)c2cc(NC(=O)CCC(=O)O)ccc2N2CCCCC2)cc1,11%,-0.9%,-17%,19%[38.3 µM],-14%[46.1 µM],-5%,-7%
O=c1c2ccccc2c(C=Nc2ccc(O)cc2)c(O)n1-c1nccs1,.,-1.6%,6%,.,7%,-4%,.
CC1=NN(c2ccccc2)C(=O)C1C(=O)c1ccc([N+](=O)[O-])cc1 (stereo not given),.,1.2%,-12%,1%,-33%,2%,4%
CCCCNC(=O)Cc1c(OC)ccc2cc(Br)ccc12,?,-0.9%,2%,?,-10%,3%,-3%
N#Cc1c(N)n(CCc2ccc(F)cc2)c2nc3ccccc3nc12,6%,2.9%,?,-15%[38.3 µM],-21%[46.1 µM],26%,-6%
O=c1onc2cnc3ccccc3n12,10%,0.0%&4.4%,28%&24%,22%&9%,3%[46.1 µM],14%,-4%&-1%
COCCn1c(=O)c(C)nc2cnc(Oc3ccccc3)nc21,-1%,.,14%,2%,.,.,.

# Next section; it opens with the 6 that closed the last part.
SMILES,Lamin A splicing,Epigenetic derep,GLA spleen mod,IMPase Li cell,NPSR antag,CBFb-RUNX1 inh,Luc counter
O=c1c2ccccc2c(C=Nc2ccc(O)cc2)c(O)n1-c1nccs1,.,-1.6%,6%,.,7%,-4%,.
CC1=NN(c2ccccc2)C(=O)C1C(=O)c1ccc([N+](=O)[O-])cc1 (stereo not given),.,1.2%,-12%,1%,-33%,2%,4%
CCCCNC(=O)Cc1c(OC)ccc2cc(Br)ccc12,?,-0.9%,2%,?,-10%,3%,-3%
N#Cc1c(N)n(CCc2ccc(F)cc2)c2nc3ccccc3nc12,6%,2.9%,?,-15%[38.3 µM],-21%[46.1 µM],26%,-6%
O=c1onc2cnc3ccccc3n12,10%,0.0%&4.4%,28%&24%,22%&9%,3%[46.1 µM],14%,-4%&-1%
COCCn1c(=O)c(C)nc2cnc(Oc3ccccc3)nc21,-1%,.,14%,2%,.,.,.
O=C1CN(C(=O)CN2C(=O)NC3(CCCCC3)C2=O)c2ccccc2N1,.,-2.7%,-3%,-14%,9%,11%,1%
CN(C)/C(Cn1cncn1)=C1/N=C(c2ccccc2)OC1=O,.,1.1%,-2%,1%,-2%,6%,.
COc1cc(C(=O)NCc2nnc(SCC(=O)Nc3cc(C)on3)o2)cc(OC)c1OC,.,-1.1%,2%,1%,31%,?,-1%
CCOC(=O)CSC1=C(C#N)C(c2ccc(Cl)cc2)C(C(=O)OC)C(=O)N1 (stereo not given),-9%,-1.1%,-3%,33%[38.3 µM],-27%[46.1 µM],4%,1%
O=Cc1ccc(CO)o1,.,.,-1%,6%,.,1%[21.7 µM],.
COC(=O)C(Cc1cnc(Cl)s1)(C(=O)OC)c1ccc([N+](=O)[O-])cc1,0%,0.1%,-2%,27%[38.3 µM],-22%[46.1 µM],-3%,-3%
Cc1n[nH]c(C)c1S(=O)(=O)Nc1ccc2c(c1)OCCO2,-11%,0.8%,2%,1%,?,7%,-1%
NS(=O)(=O)c1ccc(Nc2ccc([N+](=O)[O-])c3nonc23)cc1,.,1.5%,-2%,.,-35%,-20%,.
NCCCCCc1nnc(SCc2ccc(Cl)cc2Cl)o1,6%,0.0%,-6%,5%[38.3 µM],6%[46.1 µM],1%,-3%
CCOC(=O)N1CCN(S(=O)(=O)c2ccc(C)c(C)c2)CC1,-12%,0.0%,-12%,6%,17%[46.1 µM],8%,1%
Cc1cccc(C)c1NC(=O)COC(=O)Cc1ccsc1,-1%,-1.6%,-7%,2%,9%,-9%,3%
c1ccc(-c2nc(NCc3ccco3)c3ccccc3n2)nc1,?,-0.5%,-8%,6%[38.3 µM],-10%[46.1 µM],?,-2%
Cc1cc(NCc2ccccn2)n2nc(C)c(-c3ccccc3)c2n1,.,?,5%,.,24%,-3%,.
O=C(CNC(=S)N(Cc1ccccc1F)C1CCCCC1)NCC1CCCO1 (stereo not given),.,3.2%,0%,?,-50%,-16%,-1%
CCOC(=O)C1(Cc2ccc(OC)cc2)CCN(C(=O)c2cncs2)CC1,.,-0.2%,10%,11%,-3%,17%,.
COc1ccc(NS(=O)(=O)c2ccc(N3CCCC3=O)cc2)cn1,.,-1.3%,8%,-2%,23%,-5%,4%
CN(C1CCCCC1)S(=O)(=O)c1ccc2c(c1)c(=O)c(C(=O)NCCN1CCCC1)cn2C,-4%,0.3%,0%,16%[38.3 µM],-6%[46.1 µM],0%,1%
CCOc1ccccc1-c1nc(-c2ccc(NC(=O)c3ccc(Br)o3)cc2)no1,-6%,7.6%,-4%,10%[38.3 µM],-29%[46.1 µM],5%,0%
Cc1nnc(SCc2nnc(-c3cccs3)o2)n1C1CCCCC1,-17%[46 µM],-3.6%,-17%,12%,-7%,4%,4%
COc1cc(C)c(Cl)cc1S(=O)(=O)n1cnc2ccccc21,3%,-0.1%,15%,20%[38.3 µM],-13%[46.1 µM],2%,-1%
CCOC(=O)Cc1nnc2c(Nc3ccc(Cl)cc3)nc3nonc3n12,-24%,0.1%,-5%,34%[activator][38.3 µM],-10%[46.1 µM],3%,2%
O=C(COc1ccc(Cl)cc1Cl)OCn1nnc2ccccc2c1=O,15%,-2.9%,2%,25%[38.3 µM],-2%[46.1 µM],-1%,-3%
COc1ccc(/C=N/Nc2snc(SC)c2C#N)cc1OC,15%,-1.1%,-1%,-2%[38.3 µM],?,-14%,-4%
CCn1cc(C(=O)NC2CC3CCC2C3)c(=O)c2ccc(C)nc21 (stereo not given),-3%,0.0%,-3%,6%[38.3 µM],-11%[46.1 µM],-1%,3%
Cc1ccc2[nH]c(=O)c(CN3CCCCC3)c(-c3ccccc3)c2c1,.,0.0%,-12%,9%,-31%,-8%,-3%

# Ordered by SMILES length (largest number first): 3 of the compounds above
SMILES,Lamin A splicing,Epigenetic derep,GLA spleen mod,IMPase Li cell,NPSR antag,CBFb-RUNX1 inh,Luc counter
NS(=O)(=O)c1ccc(Nc2ccc([N+](=O)[O-])c3nonc23)cc1,.,1.5%,-2%,.,-35%,-20%,.
CCOC(=O)Cc1nnc2c(Nc3ccc(Cl)cc3)nc3nonc3n12,-24%,0.1%,-5%,34%[activator][38.3 µM],-10%[46.1 µM],3%,2%
CN(C)/C(Cn1cncn1)=C1/N=C(c2ccccc2)OC1=O,.,1.1%,-2%,1%,-2%,6%,.

# Other entries
SMILES,Lamin A splicing,Epigenetic derep,GLA spleen mod,IMPase Li cell,NPSR antag,CBFb-RUNX1 inh,Luc counter
CSc1cccc(NC(=O)CSc2nc3ccccc3o2)c1,1%,4.2%,26%,21%[38.3 µM],2%[46.1 µM],-1%,-4%
N#Cc1cccc(NC(=O)N2CC[C@@]3(CCCN(C(=O)c4cccc(F)c4)C3)C2)c1,.,.,-9%,-6%,.,.,-1%
Cc1cc(NC(=O)CSc2nnc(Nc3ccccc3C)s2)no1,23%[46 µM],0.0%,-4%,.,-17%,5%,.
COc1ccc(OC2OC3COC(c4ccco4)OC3C(O)C2NC(C)=O)cc1 (stereo not given),-1%,0.0%,-21%,4%,10%,1%,-2%
C[C@@H]1CN=C2N(CCNC(=O)CCC3CCCCC3)[C@H](Cc3ccc(O)cc3)CN21,.,0.0%,3%,-1%,-31%,8%,.
C=C(C)C(C)(C#CCN1CCCC1)OC(C)=O (stereo not given),-5%,0.0%,0%,13%,-8%[46.1 µM],8%,7%
O=C(Cc1ccc([N+](=O)[O-])cc1)N1N=C(C2CC2)CC1(O)C(F)(F)F (stereo not given),.,-0.4%,-11%,-2%,1%,-4%,13%
Cc1ccc2occ(C(=O)c3ccco3)c(=O)c2c1,-10%,-2.2%,16%,6%[38.3 µM],17%[46.1 µM],9%,0%
CC(=O)Nc1ccc(S(=O)(=O)Nc2ccccn2)cc1,.,1.1%,-3%,2%,13%,2%,1%

# Source: PubChem BioAssay (National Center for Advancing Translational Sciences (NCATS))

# Only part of the results is shown. The share of hits here may be higher or lower than overall.
